High-throughput results deposited in PubChem by National Center for Advancing Translational Sciences (NCATS).
12-LOX inh – blocks human arachidonate 12S-lipoxygenase | Potency, µM (doses to about 108 µM), for the others: at the highest dose activity change, negative = inhibition, hits mostly inhibitors | purified 12hLO, xylenol orange hydroperoxide absorbance | AID 1671190 | P18054 | 580,000 tested, 1.1% active; note: potency is the fitted concentration of half-maximal effect; % is set by controls: 0 for no effect and ±100 for the full control effect
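Purified human 12hLO (150 nM final) in 25 mM Hepes, 0.01% Triton X-100, pH 7.0 was preincubated 15 min at room temperature with compound. Then 40 uM arachidonic acid was added, 30 min. Hydroperoxide was read by Fe-XO absorbance ratio 573/405 nm.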
BAZ2B block – BAZ2B (human) inhibition; Potency, µM (highest dose often 114 µM), inactives show at the top dose activity change, negative = inhibition, usual class: inhibitors; AlphaScreen BAZ2B-H3K14Ac peptide displacement; 360,000 tested, 4.4% active; AID 504333; note: potency is the fitted concentration of half-maximal effect; % is set by controls: 0 for no effect and ±100 for the full control effect; nearly all actives have a fitted effect of over 60% in size
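BAZ2B 50 nM plus b-H3(5-23)K14Ac 50 nM, PBS pH 7.4/0.01% Tween-20, 30 min RT; compound added (max 110 uM), 30 min RT; streptavidin donor/Ni-chelate acceptor beads 10 ug/mL final, 20 min dark; AlphaScreen read.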
G9a inh – inhibitors of human histone lysine methyltransferase G9a; AID 504332; Potency, µM (titrated, usually from 102 µM), for the others: top-dose activity, negative = inhibition, hits mostly inhibitors; G9a H3K9 monomethylation, AlphaScreen, 2 h; 350,000 tested, 8.8% active; note: potency is the fitted concentration of half-maximal effect; % is set by controls: 0 for no effect and ±100 for the full control effect; nearly all actives have a fitted effect of over 75% in size
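Readings reflect AlphaScreen signal from monomethyl-H3K9 antibody detection. HMT at 20 nM; substrate b-H3K9 500 nM; cofactor SAM 20 uM; 2 h RT reaction; compounds tested as titrations in qHTS with 15 min preincubation.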
RGS4 inhibitor – inhibitors of human regulator of G protein signaling 4; Transcreener GDP fluorescence polarization, RGS4-accelerated GTP hydrolysis; Potency, µM (doses to about 114 µM), without a hit: top-dose activity change, negative = inhibition, actives largely listed as inhibitors; 390,000 tested, 0.039% active; AID 504845; note: potency is the fitted concentration of half-maximal effect; % is set by controls: 0 for no effect and ±100 for the full control effect; nearly all actives have a fitted effect of over 75% in size; some results filed as inactive show a strong effect at the top dose
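MLSMR compounds (23 nl, pin-transferred) preincubated 10 min at room temperature with a 500nM (2x) first reagent, then RGS4 at 900nM (2x) plus Transcreener GDP mix added; fluorescence polarization (620/688 nm) read before and after 90 min at 30 °C.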
ERG Ets-DNA blk – blocks human ERG Ets domain binding to DNA. P11308. fluorescence polarization, His-ERG Ets domain / labelled DNA. Potency, µM (top dose mostly 76.9 µM), inactives show top-dose FP activity, negative = inhibition, hits mostly inhibitors. 370,000 tested, 0.028% active. AID 624246; active = well fitted inhibition curve with a large enough effect in the polarisation, with a control signal flat; inconclusive = small, poorly fitted or top-dose-only effect, or effect the other way, or a change in a side signal; inactive = no such curve, though single readings can be large or run the other way; the % refers to the polarisation;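 note: polarization taken with two DNA probes labelled with fluorescein and Texas red; potency is the fitted concentration of half-maximal effect; % of control where 0% means no effect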
Target sequence (P11308 whole entry, looked up, the tested form may be a part): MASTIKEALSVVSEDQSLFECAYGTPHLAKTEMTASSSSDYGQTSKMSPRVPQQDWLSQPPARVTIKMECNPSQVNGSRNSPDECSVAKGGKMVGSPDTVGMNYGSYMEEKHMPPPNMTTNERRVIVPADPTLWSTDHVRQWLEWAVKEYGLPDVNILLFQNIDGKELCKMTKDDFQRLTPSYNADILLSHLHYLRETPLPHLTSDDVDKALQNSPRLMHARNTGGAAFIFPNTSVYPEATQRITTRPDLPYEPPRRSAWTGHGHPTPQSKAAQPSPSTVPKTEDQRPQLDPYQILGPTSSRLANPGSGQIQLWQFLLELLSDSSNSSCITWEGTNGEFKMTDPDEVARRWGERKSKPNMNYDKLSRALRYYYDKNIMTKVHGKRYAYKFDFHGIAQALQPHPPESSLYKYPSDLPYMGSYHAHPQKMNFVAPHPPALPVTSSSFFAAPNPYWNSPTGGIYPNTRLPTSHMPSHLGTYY
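His-tagged ERG Ets domain (1 uM in the protein solution; 300mM KCl, 50mM Tris-HCl, 1mM EDTA, 1mM DTT, pH 7.5) received compound, then a probe mix of 5 nM fluorescein-DNA and 100nM Texas-615-DNA. Fluorescence polarization was read for both dyes.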
JMJD2A Tudor – JMJD2A Tudor domain (human) inhibition; AlphaScreen JMJD2A-Tudor / H3K4me3 peptide binding; Potency, µM (highest dose often 114 µM), without a hit: top-dose activity change, negative = inhibition, most hits filed as inhibitors; 390,000 tested, 4.4% active; O75164; note: potency is the fitted concentration of half-maximal effect; % is set by controls: 0 for no effect and ±100 for the full control effect; nearly all actives have a fitted effect of over 50% in size
HP1b binding inh – blocks HP1-beta chromodomain binding to methylated histone tails | 390,000 tested, 0.56% active | AID 540317 | AlphaScreen HP1-beta / biotin-H3K9me3 peptide binding | Potency, µM (doses to about 114 µM), for inactives: top-dose activity change, negative = inhibition, actives largely listed as inhibitors | P83916; note: potency is the fitted concentration of half-maximal effect; nearly all actives have a fitted effect of over 70% in size; inactives centre near 23
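HP1-beta protein (50 nM final) preincubated 30 min at room temperature with biotinylated H3(1-18)K9me3 peptide (50 nM) in PBS pH 7.4, 0.01% Tween-20, then compound added for 30 min. AlphaScreen streptavidin donor/nickel chelate acceptor beads (10 ug/mL final), 30 min dark, luminescence read.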
PI4K2A inh – blocks human PI4K2A kinase activity. Q9BTU6. purified PI4K2A, ADP-Glo luminescence, 1 h; active compounds read low. activity change, negative = inhibition, % at 76.9 µM. 420,000 tested, 0.13% active. AID 1346378; in the data active = activity change below about -50%; inconclusive = mostly about -30% to -49%;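 note: -100% = wells without enzyme as full effect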
Target sequence (Q9BTU6 whole entry, looked up): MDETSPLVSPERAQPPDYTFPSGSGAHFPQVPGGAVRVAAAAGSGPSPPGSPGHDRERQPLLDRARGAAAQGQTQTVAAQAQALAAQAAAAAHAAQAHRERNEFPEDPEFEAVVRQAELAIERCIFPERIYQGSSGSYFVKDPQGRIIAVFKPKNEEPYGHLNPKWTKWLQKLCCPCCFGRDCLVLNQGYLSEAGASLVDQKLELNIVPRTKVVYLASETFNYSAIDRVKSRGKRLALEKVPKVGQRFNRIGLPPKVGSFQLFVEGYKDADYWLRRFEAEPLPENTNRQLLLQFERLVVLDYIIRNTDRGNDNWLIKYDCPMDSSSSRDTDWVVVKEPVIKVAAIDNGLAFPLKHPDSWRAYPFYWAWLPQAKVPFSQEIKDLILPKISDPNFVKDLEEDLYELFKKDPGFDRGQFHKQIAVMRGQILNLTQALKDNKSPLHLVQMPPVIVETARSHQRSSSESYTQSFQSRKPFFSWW
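ADP-Glo luminescence measured ADP generated by PI4K2A enzyme (4 ug/mL before mixing) with 1.2 mM PI substrate (pre-mix) and 300 microM ATP (pre-mix). Tris pH7.5 buffer with MgCl2, Triton X-100; 1 h reaction at ambient temperature.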
GLS inhibitor – glutaminase GLS (human) inhibition | AID 624170 | GLS enzymatic activity, qHTS titration | Potency, µM (titrated, usually from 45.5 µM), without a hit: at the highest dose activity change, negative = inhibition, actives largely listed as inhibitors | 410,000 tested, 0.21% active | O94925; note: potency is the fitted concentration of half-maximal effect; % is set by controls: 0 for no effect and ±100 for the full control effect
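Compounds were pin-transferred onto hKGA, after which L-glutamine (1 mM solution) and a detection mix of glutamate oxidase, HRP and Amplex Red were added. Initial and 30 min RT fluorescence reads were collected.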
Starred values were filed as active, the others as inactive; ? = inconclusive; nt = not tested or not shown; [ ] = another dose, or the depositor's remark. Unless noted, calls come from the whole dose curve; as a rule, active = well fitted curve in the direction sought with a large enough effect; inconclusive = small, poorly fitted or top-dose-only effect, or another doubt; inactive = no such curve, though single readings can be large; an effect the other way counts as inactive or inconclusive. An excerpt (hit frequency here may not be typical).

#	smiles	BAZ2B block	ERG Ets-DNA blk	HP1b binding inh	PI4K2A inh	G9a inh	12-LOX inh	GLS inhibitor	JMJD2A Tudor	RGS4 inhibitor
1	COc1ccc(N(CC(=O)N2CCc3ccccc3C2)S(C)(=O)=O)cc1	?	nt	12%	2	10%[0.501 µM]	7%	11%	-2%	-25%
2	O=C(OCc1ccc(F)cc1)c1cc2ccccc2cc1O	117%[activator]	4%	166%[activator]	-7	nt	?	8%	205%[activator]	-8%
3	CC(C)N1C(=O)S/C(=C/c2ccccc2OCc2ccc(C(=O)O)cc2)C1=O	?	13%	15%	2	-33%	?	-2%	-28%	-47%
4	O=C(NCC(F)(F)F)c1ccc(S(=O)(=O)N2CCN(C(=O)C3CCCO3)CC2)cc1 (stereo not drawn)	-5%	-7%	36%[activator]	-4	23%[59 µM]	3%	-1%	3%	0%
5	N#Cc1c(-c2cccc(Br)c2)cc(-c2ccco2)[nH]c1=O	45µM*	22%	-3%	-26	11µM*	18µM*	?	?	?
6	C[C@H](NC(=O)Cc1cccc2ccccc12)C(=O)NCc1ccccc1	nt	6%	21%	5	-50%	14%	-1%	-13%	-32%
7	CC(C)CC(=O)Nc1ccc(-c2nc3ccccc3c(=O)[nH]2)cc1	8%	4%	35%	7	14%[59 µM]	-19%	-6%	-8%	-17%
8	O=C(NCc1nnc(SCC(=O)N2CCOCC2)o1)c1c(F)cccc1Cl	-11%	2%	33%	2	-18%	3%	0%	-1%	17%
9	Nc1nc2n(n1)C(c1cccs1)CC(c1ccc(Br)cc1)N2 (stereo not drawn)	-2%	3%	17%	4	0%	0%	20%	-24%	-13%
10	Cc1onc(-c2ccccc2)c1C(=O)Nc1ccnn1C1CCCCC1	-2%	-7%	26%	4	12%[59 µM]	0%	3%	-6%	19%
11	O=C(NC1CC1)c1cc2c(F)cccc2s1	-5%	-4%	17%	1	13%[59 µM]	-11%	-1%	-3%	12%
12	CCN(CC(=O)Nc1cccc(C(C)=O)c1)S(=O)(=O)c1ccc(OC)cc1	10%	-2%	16%	-3	-12%[59 µM]	18%	5%	-7%	-15%
13	O=C(NCCc1ccccc1)NC(Cc1ccccc1)C(=O)O (stereo not drawn)	-1%	3%	25%	-4	19%	0%	0%	-20%	9%
14	CC(C)C(NC(=O)c1ccc(F)cc1)C(=O)NC1(C)CCS(=O)(=O)C1 (stereo not drawn)	10%	-1%	53%[activator]	0	18%[12.7 µM]	50%	2%	2%	12%
15	O=C(COC(=O)CCC(=O)c1cccs1)NCc1ccc(Cl)cc1	-13%	0%	26%	1	5%	-19%	-8%	-14%	-34%
16	O=CN1CCN(C(=O)c2cc3cc(Cl)ccc3[nH]2)CC1	-1%	0%	28%	3	?	-25%	-15%	-1%	-30%
17	CCC(C)[C@H](N)c1cn([C@@H](Cc2cc3ccccc3[nH]2)C(=O)N2CCNCC2)nn1 (stereo partly drawn)	?	-1%	40%[activator]	-1	?	-10%	-2%	?	-14%
18	Nc1ccc2c(c1)Cc1cc(N)c(Cl)cc1-2	nt	13%	?	-1	nt	-22%	16%	45µM*	-49%
19	COc1cccc2cc(C(=O)Nc3cccc(C)n3)c(=O)oc12	-14%	-3%	25%	4	-3%[59 µM]	nt	6%	-16%	2%
20	CN(CC(=O)NCc1ccco1)S(=O)(=O)c1cccc2cccnc12	-8%	-17%	37%	4	71µM*	-13%	-6%	-12%	-17%
21	C#CCOCCOCCOCCNc1nc(N2CCN(C(=O)[C@H]([C@@H](C)O)n3cc(CCCCN)nn3)CC2)nc(N2CCN(C(=O)[C@H]([C@@H](C)CC)n3cc(CCCCN)nn3)CC2)n1	-31%	2%	39%	-3	1%[2.33 µM]	?	-4%	-14%	-24%
22	O=C(N/C(C(=O)N1CCOCC1)=C(\Sc1ncccn1)c1ccccc1)c1ccccc1	6%	-4%	29%	31	?	0%	6%	-13%[57.1 µM]	-12%
23	Cc1c(NC(=O)c2ccc(N3CCC(C)CC3)c([N+](=O)[O-])c2)cccc1-c1nc2ccccc2o1	?	-3%	-13%	3	?	-13%	-20%	-32%	15%
24	COc1ccc(N=CC2CCCCC2=O)c([N+](=O)[O-])c1 (stereo not drawn)	nt	3%	45µM*	-6	nt	-1%	8%	25µM*	-7%
25	COc1cc2[nH]cc(C(=O)NCCc3ccccc3)c(=O)c2cc1OC	11%	-2%	24%	-2	-2%[59 µM]	-1%	-2%	-8%	5%
26	O=c1cc(COc2cccc(C(F)(F)F)c2)nc2sc3c(n12)CCCC3	-38%	-2%	17%	1	5%[59 µM]	-12%	3%	-18%	-13%
27	O=C(NCc1ccccc1)c1cccc(COc2cccc(Cl)c2)c1	32%	3%	81%[activator]	4	50%[12.7 µM]	0%	4%	37%[activator]	-17%
28	O=C1CC(c2cccs2)Cc2nc(NCC3CCCO3)ncc21 (stereo not drawn)	?	-3%	11%	2	-2%	0%	-30%	-19%	21%
29	O=C(OCc1csc(-c2ccccc2)n1)c1ccc(O)cc1	2%	-3%	13%	3	17%	-19%	4%	-13%	17%
30	COc1ccc(-c2nc3c4ccccc4ccn3c2CN2CCCCC2)cc1	?	8%	-3%	3	40µM*	-7%	1%	?	0%

8 compounds from above, sorted by length of the SMILES, ascending.
#	smiles	BAZ2B block	ERG Ets-DNA blk	HP1b binding inh	PI4K2A inh	G9a inh	12-LOX inh	GLS inhibitor	JMJD2A Tudor	RGS4 inhibitor
2	O=C(OCc1ccc(F)cc1)c1cc2ccccc2cc1O	117%[activator]	4%	166%[activator]	-7	nt	?	8%	205%[activator]	-8%
29	O=C(OCc1csc(-c2ccccc2)n1)c1ccc(O)cc1	2%	-3%	13%	3	17%	-19%	4%	-13%	17%
27	O=C(NCc1ccccc1)c1cccc(COc2cccc(Cl)c2)c1	32%	3%	81%[activator]	4	50%[12.7 µM]	0%	4%	37%[activator]	-17%
15	O=C(COC(=O)CCC(=O)c1cccs1)NCc1ccc(Cl)cc1	-13%	0%	26%	1	5%	-19%	-8%	-14%	-34%
20	CN(CC(=O)NCc1ccco1)S(=O)(=O)c1cccc2cccnc12	-8%	-17%	37%	4	71µM*	-13%	-6%	-12%	-17%
8	O=C(NCc1nnc(SCC(=O)N2CCOCC2)o1)c1c(F)cccc1Cl	-11%	2%	33%	2	-18%	3%	0%	-1%	17%
3	CC(C)N1C(=O)S/C(=C/c2ccccc2OCc2ccc(C(=O)O)cc2)C1=O	?	13%	15%	2	-33%	?	-2%	-28%	-47%
22	O=C(N/C(C(=O)N1CCOCC1)=C(\Sc1ncccn1)c1ccccc1)c1ccccc1	6%	-4%	29%	31	?	0%	6%	-13%[57.1 µM]	-12%

Remaining list, next part
#	smiles	BAZ2B block	ERG Ets-DNA blk	HP1b binding inh	PI4K2A inh	G9a inh	12-LOX inh	GLS inhibitor	JMJD2A Tudor	RGS4 inhibitor
31	O=C(c1cc(COc2ccc3ncccc3c2)on1)N1CCCC1	0%	10%	14%	-1	10%	18%	7%	-9%	10%
32	COc1ccc(N(CC(=O)NCc2ccc(C)cc2)S(=O)(=O)c2ccccc2[N+](=O)[O-])c(OC)c1	-14%	1%	-25%	3	5%	-9%	0%	-31%	-5%
33	CCn1ccc(C(=O)NC2C(=O)N3C(C(=O)O)=C(C)CSC23)n1 (stereo not drawn)	?	-8%	38%	-11	22µM*	?	0%	-7%	-51%
34	Cc1ccc(S(C)(=O)=O)cc1S(=O)(=O)Nc1ccccc1	4%	-10%	28%	6	22%[59 µM]	0%	-6%	-28%	1%
35	COc1ccc(Cn2c(=O)n(-c3ccc(C)cc3)c(=O)c3c2c2cc(C)ccc2n3C)cc1	-8%	2%	19%	-1	-7%[59 µM]	-9%	-5%	18%	-7%
36	Cc1ccc(CNC(=O)CCCCCn2c(=O)[nH]c3ccccc3c2=O)cc1	1%	3%	34%	-1	2%[59 µM]	-29%	-6%	-18%	-14%
37	O=C1/C(=C/c2ccccn2)SC(=S)N1Nc1ncc(C(F)(F)F)cc1Cl	nt	16%	?	-11	nt	?	-4%	50µM*	?
38	CC1CN(C(=O)COC(=O)c2cc(Cl)ccc2Cl)CC(C)O1 (stereo not drawn)	-8%	-11%	34%	-1	1%	-3%	-13%	-9%	12%
39	CN(C)CCCn1c(SCC(=O)Nc2nccs2)nnc1-c1ccncc1	2%	10%	22%	-6	-14%	-3%	9%	-13%	21%
40	Cc1nc2cc(C(F)(F)F)ccc2n1C	-5%	-16%	40%[activator]	2	10%	-22%	9%	-3%	-11%
